MITF TRPM1 inh: reduces MITF-dependent TRPM1 promoter luciferase signal. AID 488899. inhibition, % at 12.5 µM. 330,000 tested, 0.83% active. SK-MEL-5 TRPM1 promoter luciferase, 24 h;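 active = mean inhibition across replicates of 60% or more, whatever share of single replicates reaches that level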; note: values of inactives mirror those of a sister screen read the other way
iPSC survival up: enhancers of human iPSC single-cell survival | hiPSC single-cell survival, ATPlite luminescence; 100% = ROCK inhibitor wells, 0% = DMSO | survival enhancement, % at 20 µM | 360,000 tested, 0.044% active; in the data active = survival enhancement above about 18%;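 note: cells exposed to compounds for 16 hours before the ATP read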
KKLEB tox: reduces viability of KKLEB cystic fibrosis airway cells | activity change (cytotoxicity), % at 5 µM | 360,000 tested, 0.36% active | KKLEB CF airway cells viability, ATPlite luminescence, overnight; hits give low values; cells stimulated with P. aeruginosa culture filtrate;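 active = corrected activity change at or below -50% at 5 µM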
NR2E3 ag-1: activates human photoreceptor nuclear receptor NR2E3; AID 2300; Q9Y5X4; inhibition of corepressor binding, % at 4.78 µM; 320,000 tested, 0.12% active; GST-NR2E3/biotin-RetCOR TR-FRET, 1536-well;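 active = percent inhibition above the cutoff of mean plus 3 SD of all tested compounds, set per screening campaign, cut at about 20% in these data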;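 note: 0% = DMSO wells and 100% = biotin wells as full block of FRET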
Target sequence (Q9Y5X4 whole entry, looked up): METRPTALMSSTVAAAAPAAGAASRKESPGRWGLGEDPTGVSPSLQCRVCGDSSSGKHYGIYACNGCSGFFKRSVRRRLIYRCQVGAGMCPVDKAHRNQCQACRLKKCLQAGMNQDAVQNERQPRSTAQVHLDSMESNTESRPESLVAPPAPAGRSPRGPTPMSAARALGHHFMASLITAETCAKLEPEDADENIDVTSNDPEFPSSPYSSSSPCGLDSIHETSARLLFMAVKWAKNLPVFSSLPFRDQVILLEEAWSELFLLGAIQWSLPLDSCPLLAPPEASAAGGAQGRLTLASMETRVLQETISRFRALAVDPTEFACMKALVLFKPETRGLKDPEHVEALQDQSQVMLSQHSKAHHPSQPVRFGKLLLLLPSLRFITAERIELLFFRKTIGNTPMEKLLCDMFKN
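Format: 1536-well format; test system: GST-NR2E3 and biotin-RetCOR proteins; read-out basis: percent inhibition of TR-FRET ratio; timing: 5 h incubation at 4 °C; detection: time-resolved FRET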
Shn3 inh set2: Schnurri-3 reporter inhibition in Clone20 osteoblasts | 360,000 tested, 0.52% active | AID 588674 | inhibition, % at 12.5 µM | Clone20 osteoblast Shn3 3'UTR firefly luciferase, 24 h;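 active = mean inhibition of at least 75% with every replicate also reaching 75%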;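 note: 0% = median of neutral control wells and 100% = pilot-screen positive control compound; some compounds past the cut are filed as inactive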
CF NFkB inh: blocks PAF-induced NF-kB reporter in cystic fibrosis cells; 360,000 tested, 0.86% active; KKLEB NF-kB-GFP reporter, GFP fluorescence overnight; inhibition, % at 5 µM;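 active = at least 50% inhibition at 5 µM, scaled per plate between neutral and stimulator controls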;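 note: PAF is a Pseudomonas aeruginosa culture filtrate used as stimulus; plate controls were PAF-stimulated DMSO wells for no effect and unstimulated DMSO wells for full effect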
Peg3 prom inh: inhibitors of Peg3 promoter; HeLa PEG-Prom luciferase reporter, luminescence, overnight; inhibition, % at 20 µM; 360,000 tested, 1.7% active;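 active = inhibition of at least 50% at 20 µM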
NR2E3 ag-2: human photoreceptor-specific nuclear receptor agonism | AID 602229 | inhibition of corepressor binding, % at 3.98 µM | CHO-S Gal4-NCOR/VP16-NR2E3 two-hybrid, luciferase | Q9Y5X4 | 360,000 tested, 0.35% active;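 active = inhibition above the mean of all tested compounds plus 3 SD, cut at about 70% in these data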;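 note: 0% = DMSO with NR2E3 transfected cells and 100% = cells lacking NR2E3 construct; higher means lower luciferase signal from less NR2E3 corepressor binding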
HIF-2a inh: inhibitors of HIF-2a | 360,000 tested, 0.72% active | inhibition, % at 18.8 µM | 786-0 RCC cells HIF-2a reporter, luciferase luminescence, overnight | AID 624352;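 active = inhibition of the luminescence signal of 40% or more relative to plate controls, in a single-dose primary screen at 18.75 µM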
TRAIL sens C8: sensitizes caspase-8 expressing cells to TRAIL | NB7+C8 cells + TRAIL, ATPlite viability luminescence | AID 624354 | inhibition (viability loss, TRAIL sensitization), % at 10 µM | 360,000 tested, 1% active;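 active = compounds causing at least 50% loss of cell viability in the single-dose screen, relative to plate controls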
EBV LMP1 NFkB: Epstein-Barr LMP1 NF-kappaB reporter inhibition; inhibition, % at 12.5 µM; LMP1-induced NF-kappaB luciferase reporter cells, luminescence; 350,000 tested, 0.69% active; in the data active = inhibition above about 41%;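 note: 0% = neutral control wells and 100% = reference inhibitor control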
Numbers without * were called inactive; x = not tested or not shown. A portion of the library, so the mix of outcomes need not match the whole.

SMILES	MITF TRPM1 inh	iPSC survival up	KKLEB tox	NR2E3 ag-1	Shn3 inh set2	CF NFkB inh	Peg3 prom inh	NR2E3 ag-2	HIF-2a inh	TRAIL sens C8	EBV LMP1 NFkB
Cc1[nH][nH]c(=O)c1C(c1ccc(O)c(Br)c1)c1c(C)[nH][nH]c1=O	13	-0.3	-10	2	-9	-8	3	-23	17	3	-20
O=C(c1nc2nc(-c3ccccc3)cc(C(F)(F)F)n2n1)N1CCCCC1	15	-2.1	2	6	11	4	2	-14	-7	0	-1
C[C@@H]1CN([C@H](C)CO)S(=O)(=O)c2ccc(-c3ccc(C#N)cc3)cc2O[C@H]1CN(C)C(=O)Nc1cc(F)ccc1F	x	-0.4	-19	x	12	12	30	-20	8	17	-2
O=C(O)c1cc(S(=O)(=O)Nc2ccc3c(c2)OCCO3)c(Cl)cc1Cl	13	-0.5	-5	3	38	4	20	16	42*	-7	23
CC1C(=O)OC(c2ccc(Cl)cc2)C(C)(C)C1=O (configuration not stated)	8	0.1	3	x	10	-6	7	0	12	22	-2
COCc1cc(=O)[nH]c(SCC(=O)N2CCOCC2)n1	-8	-0.3	0	2	-27	6	27	-22	16	-27	-7
O=C(CN1CCN(S(=O)(=O)c2ccc3ccccc3c2)CC1)Nc1ccc2c(c1)CCC2	9	1.4	0	0	10	-9	14	9	-2	-19	-3
O=C(C1CCOCC1)N1CCC(CO)(CCc2ccccc2)CC1	-4	-1.5	-1	2	-3	-8	-3	13	7	3	-2
CCN(C(=O)CSc1nc(C)nc2sc(C)c(C)c12)c1ccc(F)cc1	11	0.3	-11	-1	13	19	14	-10	9	25	-3
COc1ccc(/C=N/NC(=O)c2ccccc2O)cc1Cn1nnc2ccccc21	11	0.3	6	0	-10	1	10	-11	8	-8	0
COc1ccc(S(=O)(=O)NC(=O)C2(C)CCN2C(=O)c2c(C)noc2C)cc1 (configuration not stated)	x	7.1	17	x	-10	-22	15	2	11	-1	x
CC(C)[C@H](NC(=O)N1c2ccccc2NC(=O)[C@@H]1C(C)C)C(=O)N[C@@H](Cc1ccccc1)C(=O)O	5	0.1	5	4	7	3	-2	-7	-12	-4	0
CCOC(=O)c1sc(=S)[nH]c1C	-4	0.3	-14	x	2	7	3	-7	-3	2	-5
COC(=O)N/N=C/c1cccc(OCCSc2ccc(Cl)cc2)c1	0	4.0	9	3	3	-32	-152	-76	-108	5	-13
O=c1[nH]c2ccc(S(=O)(=O)N3CCN(Cc4ccccc4)CC3)cc2[nH]c1=O	4	-4.1	4	2	-4	-9	4	-4	-1	9	4
O=c1[nH]c2cccnc2c2ccsc12	-17	-1.5	-4	1	1	-18	-10	8	6	3	-6
O=C(CNS(=O)(=O)c1ccccc1)NCc1ccco1	14	0.6	3	4	-2	-2	-7	-1	17	-4	-1
CCOC(=O)CC(=O)N/N=C/c1c(N)n(C)c(=O)n(C)c1=O	5	-0.3	9	2	59	4	0	10	17	-3	5
COc1ccc(C(=O)COC(=O)c2ccc(N(C)C)cc2)cc1	-4	0.5	-3	9	-20	-22	-85	17	-204	3	-11
COc1ccc(N2CCN(Cc3ccc(Br)s3)CC2)cc1	4	-0.9	1	-5	-1	-7	5	2	-6	-3	-1

3 structures already listed, ordered by SMILES length, rising.
SMILES	MITF TRPM1 inh	iPSC survival up	KKLEB tox	NR2E3 ag-1	Shn3 inh set2	CF NFkB inh	Peg3 prom inh	NR2E3 ag-2	HIF-2a inh	TRAIL sens C8	EBV LMP1 NFkB
COC(=O)N/N=C/c1cccc(OCCSc2ccc(Cl)cc2)c1	0	4.0	9	3	3	-32	-152	-76	-108	5	-13
O=c1[nH]c2ccc(S(=O)(=O)N3CCN(Cc4ccccc4)CC3)cc2[nH]c1=O	4	-4.1	4	2	-4	-9	4	-4	-1	9	4
O=C(CN1CCN(S(=O)(=O)c2ccc3ccccc3c2)CC1)Nc1ccc2c(c1)CCC2	9	1.4	0	0	10	-9	14	9	-2	-19	-3

More records
SMILES	MITF TRPM1 inh	iPSC survival up	KKLEB tox	NR2E3 ag-1	Shn3 inh set2	CF NFkB inh	Peg3 prom inh	NR2E3 ag-2	HIF-2a inh	TRAIL sens C8	EBV LMP1 NFkB
Cc1cc(C)c(C)c(S(=O)(=O)N2C(=S)NC(=O)C2C(C)C)c1C (configuration not stated)	-7	-0.6	3	1	-3	2	18	18	14	1	-16
CCCC(C(=O)NC(C)(C)C)N(Cc1ccc(F)cc1)C(=O)c1snc(C(N)=O)c1N (configuration not stated)	-2	-0.5	1	-2	3	-3	97*	10	18	-8	-11
Cc1ccc(S(=O)(=O)CCC(=O)OCC(=O)Nc2ncc(Cl)cc2Cl)cc1	10	1.7	9	1	15	2	16	-41	-1	-26	-14
O=C(NC(=S)NC1CCCC1)c1ccccc1	-46	0.9	-20	-1	-66	5	-275	-115	-255	1	-39
CC(=O)c1c(C)[nH]c(C(=O)OCc2ccccc2)c1C	-41	-0.9	11	1	-15	-24	-240	-74	-212	21	-1
Cc1ccc(SCC(=O)NC(=O)NCc2ccccc2)c(C)c1	-4	-1.4	8	0	-21	-11	15	2	18	-11	-2
CNc1c([N+](=O)[O-])cnn1-c1ccc(Cl)cc1	4	2.6	-16	-2	6	12	-2	-10	14	-18	6
CCn1c(CNc2ccc(OC)cc2)nnc1SCC(=O)Nc1ccc(F)cc1	9	-2.2	4	0	-3	-21	-1	-13	-23	-15	-8
COc1cc(OC)cc(C(=O)NNC(=O)c2nn(C)c(=O)c3ccccc23)c1	0	5.1	-3	x	6	0	-7	-9	-18	7	4
CCn1nc(NC(=O)C(C)(C)C)c2cc3cccc(C)c3nc21	17	3.0	3	1	4	-1	25	4	14	5	-2
CCOC(=O)C1=C(COC(=O)c2cccnc2SC)NC(=O)NC1C (configuration not stated)	-8	-0.4	11	x	9	-10	9	17	-1	-2	-5
O=C(COc1nsnc1N1CCOCC1)Nc1ccc(Br)cc1	6	2.2	0	-4	18	2	-1	9	2	-22	5
COC(CNC(=O)c1cc(C(=O)c2c(-c3c(Cl)cccc3Cl)noc2C)c[nH]1)OC	6	0.4	-4	7	3	-8	14	-12	8	-20	5
Cc1cccc(N2C(=O)CC(N3CCN(Cc4ccc5c(c4)OCO5)CC3)C2=O)c1 (configuration not stated)	5	-0.9	-5	1	16	-2	8	-4	9	-2	2
CCOC(=O)COc1nc(-c2ccc(C)cc2)cc(-c2ccco2)c1C#N	-1	-0.6	-21	-1	0	17	21	-9	18	3	3
CC(=O)Nc1ccc(CN2CCC(n3nccc3NC(=O)CCc3ccccc3)CC2)cc1	-2	-0.2	12	-1	-4	-6	-13	-15	-11	-10	-1
CC(C)(Oc1ccc(Cl)cc1)C(=O)NC1CCSC1=O (configuration not stated)	-12	-3.1	-6	-2	12	4	8	-10	-8	3	-16
C/[N+]([O-])=C\C1C(=O)CCCC1=O	7	1.7	5	0	-7	-14	7	-22	17	-8	-1
CCS(=O)(=O)N1CCC(C(=O)Nc2cccc(C(C)=O)c2)CC1	5	-0.2	12	-2	4	-18	9	-5	0	-7	2
COC(=O)C1C(C(C)C)N(c2ccccc2)OC1(C)O (configuration not stated)	4	0.5	0	0	-1	10	-1	-9	2	-9	1
CC1=C(C)CC(C(=O)NNC(=O)c2ccccc2O)C(C(=O)O)C1 (configuration not stated)	-4	0.5	0	1	21	-3	22	-6	-23	12	-4
Cn1c(NN)nc2c1c(=O)n(Cc1ccccc1)c(=O)n2C	20	-0.7	-7	x	11	4	20	-8	20	2	2
Cc1ccccc1CNc1ncnc2cc(Cl)ccc12	28	-0.4	1	79*	28	5	17	6	20	3	7
CC(NC(=O)CCCc1c[nH]c2ccccc12)c1ccc(F)cc1 (configuration not stated)	4	-0.3	1	2	-8	3	19	8	6	9	2
Fc1ccc(N/N=C/c2ccc(N3CCOCC3)cc2)c(F)c1	-15	-1.1	4	-2	-42	8	-194	-12	-245	1	-39
COc1ccc(CSc2nnc(C)n2N)cc1	13	-1.7	0	-4	18	-14	-5	-11	-1	7	-3
CCOc1ccc(/C=N/NC(=O)CSc2ccccn2)cc1O	12	0.7	-6	1	1	20	-7	-18	18	-1	5
CC(C)(C)NC(=O)c1ccc2c(c1)N(CC(=O)N1CCCC1)C(=O)C(C)(C)O2	-17	0.9	4	1	-72	-20	5	-10	4	2	-44
CC1(C)Cc2c(sc(/N=C/N3CCCC3)c2C#N)C(C)(C)N1	-10	-2.1	-5	3	-60	10	-2	-5	-21	0	-11
Cc1ccc(-n2nc(C)c(/C=N/n3c(C)n[nH]c3=S)c2Cl)cc1	-23	0.5	1	-2	-43	-4	-40	-9	-32	-7	3
COc1ccc(CNS(=O)(=O)c2cc(-c3cc(C)no3)ccc2C(C)C)cc1	29	-0.4	-2	2	45	-9	27	-82	5	21	9
Cc1cccc(N2CCN(C(=O)C3CCN(c4ncnc5c4nc4n5CCCCC4)CC3)CC2)c1C	50	-0.6	6	-2	68	-14	52*	-6	6	32	11
CCC(C)NS(=O)(=O)c1ccc(OCC(=O)NCc2ccccn2)cc1 (configuration not stated)	10	2.1	-4	1	-3	3	14	-3	12	-5	2
COc1ccc(NC(=O)C2CCCN(c3nc(C)cc(C)n3)C2)cc1 (configuration not stated)	9	2.0	2	1	0	6	6	-6	15	3	0

Entries from the list above with a Cl atom (nine):
SMILES	MITF TRPM1 inh	iPSC survival up	KKLEB tox	NR2E3 ag-1	Shn3 inh set2	CF NFkB inh	Peg3 prom inh	NR2E3 ag-2	HIF-2a inh	TRAIL sens C8	EBV LMP1 NFkB
O=C(O)c1cc(S(=O)(=O)Nc2ccc3c(c2)OCCO3)c(Cl)cc1Cl	13	-0.5	-5	3	38	4	20	16	42*	-7	23
CC1C(=O)OC(c2ccc(Cl)cc2)C(C)(C)C1=O (configuration not stated)	8	0.1	3	x	10	-6	7	0	12	22	-2
COC(=O)N/N=C/c1cccc(OCCSc2ccc(Cl)cc2)c1	0	4.0	9	3	3	-32	-152	-76	-108	5	-13
Cc1ccc(S(=O)(=O)CCC(=O)OCC(=O)Nc2ncc(Cl)cc2Cl)cc1	10	1.7	9	1	15	2	16	-41	-1	-26	-14
CNc1c([N+](=O)[O-])cnn1-c1ccc(Cl)cc1	4	2.6	-16	-2	6	12	-2	-10	14	-18	6
COC(CNC(=O)c1cc(C(=O)c2c(-c3c(Cl)cccc3Cl)noc2C)c[nH]1)OC	6	0.4	-4	7	3	-8	14	-12	8	-20	5
CC(C)(Oc1ccc(Cl)cc1)C(=O)NC1CCSC1=O (configuration not stated)	-12	-3.1	-6	-2	12	4	8	-10	-8	3	-16
Cc1ccccc1CNc1ncnc2cc(Cl)ccc12	28	-0.4	1	79*	28	5	17	6	20	3	7
Cc1ccc(-n2nc(C)c(/C=N/n3c(C)n[nH]c3=S)c2Cl)cc1	-23	0.5	1	-2	-43	-4	-40	-9	-32	-7	3

Assay outcomes: PubChem BioAssay, several laboratories
